SMARCA2 activ = SMARCA2 function activation, primary screen; activation, % at 9.1 µM; 370,000 tested, 1% active; MG213 cells, MMTV-luciferase reporter, dexamethasone, overnight; in the data active = activation above about 7.8%;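 also: 0% = vehicle wells and 100% = reference activator wells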
ARFGAP1 inhibitor = rat ARFGAP1 inhibition; Q62848; Arfgap1-stimulated ARF1 GTP hydrolysis, GDP FP detection; inhibition, % at 16.5 µM; 360,000 tested, 0.26% active; AID 651572;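 active = inhibition above a per-plate limit, mean inhibition of low control wells plus 3 SD, cut at about 25% in these data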;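 also: 0% = DMSO wells with enzyme and 100% = wells lacking Arfgap1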
Target sequence (Q62848 1-136 limits assumed): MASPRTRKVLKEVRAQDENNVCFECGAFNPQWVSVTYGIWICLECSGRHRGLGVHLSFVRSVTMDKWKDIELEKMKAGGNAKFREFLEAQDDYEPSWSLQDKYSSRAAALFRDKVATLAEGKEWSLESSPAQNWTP
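Replicates: Single well per compound | Assay system: Truncated rat Arfgap1 GAP domain | Control set: No-Arfgap1 wells (100%) versus DMSO full-reaction wells (0%) | Times: Enzyme reaction 120 min at 25 °C after 20 min preincubation | Reagent: Human ARF1(Δ1-17)-GTP substrate | Measured by: Tracer-displacement fluorescence polarization with EDTA stop, 620/688 nm | Measure: Percent inhibition of Arfgap1-stimulated GTP hydrolysis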
PG9 binder = binds the HIV-1 gp120 antibody PG9. TR-FRET gp120-PG9 antibody binding. inhibition, % at 6.7 µM. 360,000 tested, 0.43% active; in the data active = inhibition above about 8.5%
NPR2 activator = GC-B (human) receptor activation | 370,000 tested, 0.11% active | AID 1920062 | P20594 | activation, % at 10 µM | HEK293-GC-B cells, CNP EC30, cGMP TR-FRET; 0% at EC30 CNP, 100% saturating CNP;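 active = activation at 10 µM reaching about 35% in either raw or pattern-adjusted values, limit read from the data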
Rev-erbA mod = modulates human Rev-erb alpha binding to DNA; Rev-erbα–FITC-DNA binding, fluorescence polarization, 90 min; activity, % at 10 µM; 370,000 tested, 0.79% active; AID 1259318;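 active = activity above about 14%, limit read from the data; passing the limit was not always enough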;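 also: 0% = DMSO wells with 35 nM protein and 100% = DMSO wells with 750 nM protein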
Target sequence (P20393 whole entry, looked up): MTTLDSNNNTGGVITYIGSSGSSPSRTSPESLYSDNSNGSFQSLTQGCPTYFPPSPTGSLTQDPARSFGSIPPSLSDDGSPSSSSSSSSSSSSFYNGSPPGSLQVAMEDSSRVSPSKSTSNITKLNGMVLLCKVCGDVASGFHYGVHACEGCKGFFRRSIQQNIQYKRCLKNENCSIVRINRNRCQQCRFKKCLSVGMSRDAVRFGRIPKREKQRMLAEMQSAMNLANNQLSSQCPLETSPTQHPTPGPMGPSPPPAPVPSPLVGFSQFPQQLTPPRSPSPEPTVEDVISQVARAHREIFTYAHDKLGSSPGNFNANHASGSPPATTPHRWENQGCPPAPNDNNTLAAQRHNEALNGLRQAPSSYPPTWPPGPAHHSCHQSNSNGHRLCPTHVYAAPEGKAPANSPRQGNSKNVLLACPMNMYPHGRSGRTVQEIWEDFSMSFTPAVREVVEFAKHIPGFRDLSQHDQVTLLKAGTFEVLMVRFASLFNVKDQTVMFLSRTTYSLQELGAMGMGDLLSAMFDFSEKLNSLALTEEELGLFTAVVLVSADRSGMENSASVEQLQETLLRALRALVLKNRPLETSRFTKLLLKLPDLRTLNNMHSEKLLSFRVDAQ
HTRA1 inh = HTRA1 (human) protease inhibition. Q92743. recombinant HTRA1, FP-rhodamine activity-based probe, fluorescence polarization. inhibition, % at 5.96 µM. 340,000 tested, 0.5% active; in the data active = inhibition above about 36%;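 also: 0% = enzyme with DMSO and 100% = wells lacking enzyme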
mABHD4 FP = inhibitors of mouse ABHD4; Q8VD66; purified mABHD4, FP-Rh probe fluorescence polarization; inhibition, % at 8.92 µM; 370,000 tested, 0.54% active; AID 720543;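 active = inhibition exceeding the mean over every tested compound plus 3 SD, cut at about 30% in these data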;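 also: 0% = plate median of compound wells and 100% = S159A mutant with DMSO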
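Assay system: mouse ABHD4 enzyme, wild type / Also added: fluorescent activity-based probe FP-Rh / Doses: single nominal dose of 8.92 µM, 0.89% DMSO final / Timing: 45 min compound pre-incubation plus 60 min probe step, 25 °C / Signal: FP readout, ex 525 nm / em 598 nm / Control set: S159A mutant/DMSO as 100%, compound-well median as 0%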
GC-A act = GC-A (human) enzyme activation; P16066; HEK293 GC-A cells, cGMP TR-FRET, EC30 ANP; 0% at EC30 ANP, 100% saturating ANP; activation, % at 10 µM; 370,000 tested, 0.14% active; in the data active = activation above about 40%
ASAP1 inh = blocks human ASAP1-stimulated Arf1 GTP hydrolysis | Q9ULH1 | GDP FP detection | inhibition, % at 16.5 µM | 360,000 tested, 0.19% active | AID 624377; in the data active = inhibition above about 25%;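 also: 0% = vehicle with enzyme and substrate and 100% = no enzyme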
rCAG RNA binder = binds r(CAG) RNA repeats | r(CAG) RNA repeat, TO-PRO-1 dye displacement fluorescence | inhibition, % at 3 µM | 370,000 tested, 1.3% active | AID 651821;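 active = inhibition above the plate cutoff, the mean of all test compounds on that plate plus 3 SD, cut at about 35% in these data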;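 also: 0% = DMSO alone and 100% = 100 µM mitoxantrone as full dye displacement; higher means more dye released from RNA so lower well fluorescence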
Active calls of the source: *; . = not tested or not shown.

SMILES	SMARCA2 activ	ARFGAP1 inhibitor	PG9 binder	NPR2 activator	Rev-erbA mod	HTRA1 inh	mABHD4 FP	GC-A act	ASAP1 inh	rCAG RNA binder
COc1ccc(C(=O)Cc2cc3cccc(OC)c3oc2=O)cc1	-2	-7	1.8	0	0	-3	7	5	6	-1
Oc1ccc(Br)cc1/C=N/n1c(COc2ccccc2)n[nH]c1=S	6	7	-2.0	-6	4	11	0	-2	6	23
O=C(c1ccccc1)N1CC[C@H]2[C@H](CCCN2Cc2cc(F)cc(F)c2)C1	1	.	.	2	-3	.	-3	3	.	-1
COc1ccc(C)cc1NC(=O)COC(=O)CCC(=O)c1cccs1	0	-2	0.6	1	2	6	0	-1	5	2
Fc1cc(F)c(F)c(SCn2cc(Br)cn2)c1F	-1	14	0.2	-4	3	-3	0	1	9	-3
CC1(C)Oc2ccc3ccc(=O)oc3c2/C(=C/NCCO)C1=O	0	-4	-0.8	-12	2	8	3	1	3	1
Clc1ccc(Oc2nc(Oc3ccc(Cl)cc3)nc(N3CCOCC3)n2)cc1	-2	1	-2.7	-7	-2	-8	-6	-2	-6	1
Cc1noc(C(=O)NCc2ccc(F)cc2)c1Cl	-3	0	1.3	2	-3	-2	4	4	-13	1
Cc1nc2cc(NC(=O)NCc3ccc4c(c3)OCO4)ccc2o1	0	9	-1.0	1	-3	2	0	2	-13	-1
CCc1nc2ccccc2c(C(=O)OCC(=O)N2CC(C)OC(C)C2)c1C (stereo unspecified)	-1	12	1.0	4	4	0	2	4	1	-6
COc1ccc(OC)c(S(=O)(=O)N/N=C\c2cn(CC(N)=O)c3ccccc23)c1	1	3	-2.6	-3	-2	6	-2	3	7	8
O=C(c1n[nH]c2ccccc12)N1CCN(c2ccc(F)cc2)CC1	0	-5	1.4	3	-7	2	-1	1	6	-4
O=C(Cc1ccccc1)NC1CCCCN(Cc2ccc(Cl)cc2)C1=O (stereo unspecified)	-5	.	.	0	-5	.	-4	0	.	2
COc1ccc(N2CCN(C3CCCN(S(=O)(=O)c4ccc(C)cc4C)C3)CC2)cc1 (stereo unspecified)	-3	-20	-2.1	2	-5	3	5	7	6	-5
CCN(CC)Cc1c(C(=O)N/N=C/c2ccco2)nnn1-c1nonc1N	1	-3	-1.1	1	-4	6	-2	3	-10	-2
Cc1ccc(S(=O)(=O)CCSC(=N)N)cc1	5	1	1.6	-3	-2	4	-1	-2	-7	-5
Cc1[nH]n(-c2ccc(F)cc2)c(=O)c1C=Nc1ccc(S(=O)(=O)N(C)C)cc1	3	-9	-1.7	-2	-3	6	6	-2	0	-2
Cc1ccc(S(=O)(=O)Nc2cc(=O)[nH]c(SCC(=O)Nc3ccccc3C(F)(F)F)n2)cc1	-2	-2	0.6	4	0	-5	0	0	10	9
CCC12C(=O)C(CC)(C(c3ccccc3)=C1c1ccccc1)[C@@H]1C(=O)N(c3ccccc3)C(=O)C12 (stereo partly specified)	-4	1	-0.1	-7	-3	-12	-15	-14	1	8
CCn1nc(C(=O)OC2CCOC2=O)c2ccccc2c1=O (stereo unspecified)	-2	10	0.2	-4	-2	-2	6	6	-8	-3
Cn1cc(Cl)cc(C(=O)Nc2ccccc2)c1=O	4	-3	-2.9	8	4	3	6	7	1	0
CC(NC(=O)[C@H](C)NC(=O)C1CC(=O)N(c2ccc3c(c2)OCO3)C1)c1ccccc1 (stereo partly specified)	0	2	0.7	-1	-3	5	3	1	-1	-2
COCCCNc1oc(-c2ccccc2OC)nc1C#N	-2	4	-2.4	-5	-1	4	3	0	9	-6
COc1ccc(CCNC2=CC(=O)CC(C)(C)C2)cc1	2	2	-3.7	6	0	9	-4	-2	-9	-6
Cc1c(Cl)cccc1NC(=O)COC(=O)c1c2c(nc3ccccc13)CCN(Cc1ccccc1)C2	-3	13	-1.4	5	-2	-42	-14	-6	-2	10
COc1ccccc1OCCOc1ccc(/C=C2/C(=N)N3OC(C)=CC3=NC2=O)cc1OC	0	-7	-2.6	-11	11	2	-6	-14	-4	0
C[C@H]1[C@H](c2ccccc2)Oc2cccc(NCCc3ccccc3)c2S(=O)(=O)N1Cc1cccc(F)c1	1	-1	0.7	-2	5	.	1	1	5	5
Cc1[nH]cnc1CSCCN	2	-5	-2.5	2	3	11	6	2	-21	0
C=CCN1C(=O)/C(=C2/Sc3ccc(OC)cc3N2CC)SC1=S	-2	14	-1.3	6	-4	5	2	4	4	2
O=C(NNC(=O)c1ccccn1)c1ccc(OC(F)F)cc1	2	2	0.4	0	0	2	10	4	-6	0
CCCCOCCCNC(=O)C1CCCCC1	3	-1	1.0	3	-6	4	-1	4	-11	-5
O=S1(=O)N[C@@H](Cc2ccccc2)COc2cc(N3CCOCC3)ccc21	0	-7	0.3	0	-8	.	6	2	2	2
CC(=O)COc1ccc2c(C)c(-c3ccccc3)c(=O)oc2c1	0	9	-1.3	4	3	1	6	-2	0	-4
O=C(NNc1ccc([N+](=O)[O-])cc1)Nc1ccccc1	1	-10	0.9	2	1	2	5	0	3	-1
O=C1C2C3C=CC(CNS(=O)(=O)c4ccccc4)(O3)C2C(=O)N1c1ccc(Cl)cc1 (stereo unspecified)	1	9	0.6	-8	-1	3	1	18	2	-1
CCOC(=O)N1CCN(S(=O)(=O)c2ccc(C)cc2)CC1	-3	-2	0.7	0	1	-5	-6	2	7	-4
C#CC1(NC(=S)Nc2cccc(OC)c2)CCCCC1	-3	1	-2.0	7	-2	-2	-7	-2	-17	3
Cc1c(C(=O)NC(=S)Nc2ccccc2N2CCCC2)cccc1[N+](=O)[O-]	-3	3	-0.6	-4	1	-3	-8	-1	7	7
C/C(=N\O)c1cc(Cl)ccc1O	-1	1	-1.2	1	-5	3	1	2	-4	-2
Cc1cc(NC(=O)Nc2cccc(C(F)(F)F)c2)n(C)n1	2	13	-1.1	-1	1	-3	-7	0	3	5
COc1ccccc1-c1cc(C(=O)NC(C)c2ccccc2)no1 (stereo unspecified)	-3	-9	-0.2	-6	-4	-25	-9	1	1	-3
Cc1ccc(NC(=O)c2ccco2)c(NC(=O)c2ccccc2C)c1	-3	9	-1.7	0	2	1	0	0	-3	-2
NC(COCc1ccccc1)c1csc(Nc2ccc(C(F)(F)F)cn2)n1 (stereo unspecified)	-6	15	-0.7	7	5	.	23	-4	7	10
O=C(NC(=S)Nc1ccccc1F)C1CCCCC1	2	17	-0.5	-2	0	-9	-12	-1	13	-1
CC(Cc1ccccc1)=NNS(=O)(=O)c1ccc([N+](=O)[O-])cc1	-3	-9	-2.1	4	8	2	3	1	-10	4
COc1ccc(N2CC(C(=O)N3CCN(c4ccccc4OC)CC3)CC2=O)cc1 (stereo unspecified)	0	2	-2.6	-2	-1	4	2	4	-2	-3
O=C(COc1ccccc1)NCC(c1ccco1)N1CCN(c2ccc(F)cc2)CC1 (stereo unspecified)	-3	2	1.5	5	6	-3	-1	-5	12	-9
COc1ccc(S(=O)(=O)NCCSc2ccc(C)cc2)cc1OC	0	17	1.5	2	-3	-8	-17	1	-15	4
CCCOC(=O)c1ccc(NC(=O)c2cnccn2)cc1	5	10	-1.8	1	5	-6	-5	-2	13	4
COC(=O)CSc1nnc(CNC(=O)c2ccc(S(=O)(=O)N3CCCCC3)cc2)n1C	2	-2	1.4	2	2	5	-11	-4	-5	-2

New compounds follow:
SMILES	SMARCA2 activ	ARFGAP1 inhibitor	PG9 binder	NPR2 activator	Rev-erbA mod	HTRA1 inh	mABHD4 FP	GC-A act	ASAP1 inh	rCAG RNA binder
CCCOc1cccc(C(=O)N(Cc2ccc(OC)c(OC)c2)C2CCS(=O)(=O)C2)c1 (stereo unspecified)	-1	-9	0.5	-4	-5	5	-2	-6	7	-2
Cc1cccc(NC(=O)c2cc(S(=O)(=O)N3CCCC3)cn2C)c1	0	-6	-2.7	-6	3	1	-1	1	-16	1
Cc1ccc2cc(C#N)c(N3CCCN(C(=S)NCCCN(C)C)CC3)nc2c1	-1	10	-1.9	-9	2	-10	0	-4	2	0
O=C(NCc1ccccc1)c1ccc(CN2CCOCC2)cc1	0	1	0.5	1	-1	-3	-4	1	5	4
Cc1ccc(C(C)C)c(OCC(=O)NN=C2CCCC(=O)C2)c1	-3	-17	-1.2	0	5	3	7	4	-12	7
Cc1ccc(S(=O)(=O)N2CCc3ccccc3C2)cc1	0	-2	-2.6	-4	4	-9	1	1	-9	-5
COC1=C[C@H](C(=O)NCc2ccc(Br)cc2)[C@H](C)[C@@H](c2ccccc2)CC1=O	-1	.	.	12	1	.	-13	-4	.	6
O=[N+]([O-])c1ccc(Cl)c(S(=O)(=O)Nc2ccc(-c3ccc(N4CCCC4)nn3)cc2)c1	1	-2	-1.0	4	-6	2	15	-2	9	47*
CCOC(=O)c1c(NC(=O)COc2ncnc3ccccc23)sc(C)c1C	0	-4	-2.0	0	13	-4	-2	6	0	-1
COc1ccc([C@@H]2[C@@H]3C(=O)N(C(C)(C)C)C(=O)[C@@H]3[C@]3(C)C(=O)N(c4cccc(Cl)c4)C(=O)N23)cc1	0	-4	-0.3	2	-3	-62	2	1	9	-3
Cc1nc(Nc2ccc(F)cc2)[nH]c(=O)c1CCC(C)C	-1	-9	0.2	10	4	-9	0	8	-15	15
Cc1ccc(-c2nc(SC(C)C(=O)NC3CC3)n[nH]2)cc1 (stereo unspecified)	-4	1	0.7	1	3	-2	4	2	8	5
O=C(CCC1CCCC1)Nc1cccc(Cc2ccncc2)c1	-3	-3	0.1	4	-4	.	-2	2	4	-8
O=C(O)COc1ccccc1C=NNC(=O)c1ccc(NS(=O)(=O)c2cccs2)cc1	-2	-3	1.0	-1	4	10	4	1	-12	9
CCOc1ccc(NC(=O)C2CC(=O)N(C(C)C)C2)cc1 (stereo unspecified)	-1	9	-1.6	-3	2	1	4	-2	-1	-3
CC(C)C[C@H]1CN(CCCC[C@H]2CNC(=O)C(=O)N2CCc2ccc(O)cc2)C(=O)C(=O)N1CCc1ccccc1	2	1	-1.6	1	9	.	2	-2	-2	-2
COC(=O)c1ccc(NC(=O)CN(c2ccc(OC)cc2)S(C)(=O)=O)cc1	3	-2	-0.3	-1	2	-5	0	-2	4	-3
